Screening data from PubChem.
T cell modulator: modulators of CD8 T cell-vesicle binding, primary screen, mouse 2C CD8+ T cells, flow cytometry | 0.068% of 330,000 active | AID 2052, 2009 | calls only at 7 µM | 2C CD8+ T cell-vesicle binding; stronger effect = lower value;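 active = response, share of CD8 T cells binding vesicles, and their 90th percentile fluorescence all below set limits, cut at about 80% in these data, passing the limit was not always enough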
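Test system: purified 2C TCR transgenic mouse naive CD8+ T cells. Probe or stimulus: QL9-peptide-loaded Drosophila micro-vesicles bearing Ld, ICAM-1 and B7-1. Incubation: binding step 1.5 h, 37 °C, antibody labelling 20 min, ice. Measured by: flow cytometry of vesicle-bound cells.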
T cell modulator vesicle-bound %: also measured in T cell modulator; calls as there; double positive events, %; measured here: CD8+ vesicle-bound cell fraction;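 binding gate set so that unloaded-vesicle control wells show 10% double positive cells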
Starred values were filed as active, the others as inactive; i = inactive. Only part of the results is shown; count on the stated rates, not on these rows.

SMILES	T cell modulator	T cell modulator vesicle-bound %
O=C(O)c1ccc(/C=N/N2CCN(c3ccccc3)CC2)cc1	i	54.5
CCCCCC(=O)Nc1cc(S(=O)(=O)N2CCOCC2)ccc1N1CCCCC1	i	30.6
Cc1ccc(C)c(S(=O)(=O)N(C)Cc2cccs2)c1	i	24.6
O=C(O)c1ccc2c(c1)C(=O)N(Cc1ccco1)C2=O	i	10.3
CCOc1ccc(S(=O)(=O)Nc2ccc3c(c2)n(C)c(=O)n3C)cc1	i	18.8
C#CCOc1ccccc1/C=C1/C(=O)ON=C1C	i	47.0
CCOc1ccc(CCNC(=O)C2CC(C)=CCC2C(=O)O)cc1OCC (stereo unspecified)	i	20.0
COc1ccc(S(=O)(=O)N(CC(=O)NCc2ccncc2)c2ccc(C)cc2)cc1Br	i	12.5
CCOc1ccccc1C(=O)OCC(=O)NCCNC(=O)COC(=O)c1ccccc1OCC	i	66.5
Cc1cc(C)cc(NC(=O)NCc2ccccn2)c1	i	8.1
Cc1cc(C)c2oc(C(=O)NC3CCS(=O)(=O)C3)cc(=O)c2c1 (stereo unspecified)	i	6.2
Cc1ccc(C)c(S(=O)(=O)Nc2ccc(-n3cnnn3)cc2)c1	i	42.0
Cc1c(OCC(=O)NCc2ccccn2)ccc2c(-c3ccccc3)cc(=O)oc12	i	0.9
CN(C)C(=O)c1ccc(-c2cc3onc(-c4ccccc4)c3c(=O)n2C)cc1	i	29.4
C=CC(C)(O)CCC=C(C)C (stereo unspecified)	i	9.3
CC(C)(C)OC(=O)N[C@@H](C(=O)OC(C)(C)C)c1ccccc1	i	28.0
c1nc(NCc2ccc3c(c2)OCO3)c2cc(-c3ccc4c(c3)OCCO4)ccc2n1	i	4.9
Cc1ccc(NC(=S)NCCc2ccc(Cl)cc2)c(C)c1	i	53.9
Cc1ccccc1NC(=O)CSc1nnc2ccc(-c3ccncc3)nn12	i	58.9
CC(=O)Nc1ccc(S(=O)(=O)N2CCC(C(=O)NC3CCCC3)CC2)cc1	i	15.3
O=C(CCc1ccncc1)NC1CCCc2c1cnn2-c1ccc(F)cc1F (stereo unspecified)	i	15.4
CC(=O)Nc1ccc(SCC(=O)Nc2ccc3c(c2)OCCO3)cc1	i	36.9
CCCC(CCC)C(=O)Nc1cccc(-c2cn3c(n2)SCC3)c1	i	34.4
COc1cccc(CNC(=O)CCC(=O)N2CCOCC2)c1	i	20.1

Entries of single compounds from above:
Profile of c1nc(NCc2ccc3c(c2)OCO3)c2cc(-c3ccc4c(c3)OCCO4)ccc2n1 → T cell modulator: i; T cell modulator vesicle-bound %: 4.9
Profile of CCCC(CCC)C(=O)Nc1cccc(-c2cn3c(n2)SCC3)c1 → T cell modulator: i; T cell modulator vesicle-bound %: 34.4
Profile of C=CC(C)(O)CCC=C(C)C (stereo unspecified) → T cell modulator: i; T cell modulator vesicle-bound %: 9.3

Going on with the list:
SMILES	T cell modulator	T cell modulator vesicle-bound %
O=C(Nc1cc2c3c(c1)CC(=O)N3CCC2)c1ccccc1C(F)(F)F	i	33.1
COc1ccc(OC)c(N(CC(=O)N2CCN(Cc3ccccc3)CC2)S(C)(=O)=O)c1	i	49.9
Cc1ccc(N(CCO)C(=S)Nc2ccccc2)cc1	i	61.5
COc1cc(C2Nc3cc(C)c(C)cc3NC3=C2C(=O)CC(C)(C)C3)ccc1OC(C)=O (stereo unspecified)	i	59.8
COCCCNC(=O)Cn1nc(-c2cccc(OC)c2)ccc1=O	i	58.2
O=C(OCCCc1cc2ccccc2c(=O)o1)c1ccccc1C(F)(F)F	i	30.8
COc1cccc(-c2nc(CS(=O)(=O)CC(=O)Nc3cccc(C(C)=O)c3)c(C)o2)c1	i	1.3
Cc1ccc(C)c(OC(=O)c2cccnc2Cl)c1C	i	11.7
COc1ccc(NC(=O)c2nnn(CC(=O)Nc3ccc4c(c3)OCO4)c2N)cc1OC	i	14.3
Cc1c(C(=O)NCCC2=CCCCC2)sc2ncnc(N3CCCCC3C)c12 (stereo unspecified)	i	13.6
COc1cc2c(cc1OC)C(C)N(C(=O)Nc1ccc(F)cc1)CC2 (stereo unspecified)	i	46.0
NC1(C#Cc2ccc3c(=O)c4ccccc4sc3c2)CCCCC1	i	26.1
O=C(NCCN1CCOCC1)c1ccccc1N1C(=O)[C@@H]2Cc3c([nH]c4ccccc34)C(c3ccc(F)cc3)N2C1=O (stereo partly specified)	i	1.2
Cn1nccc1C(=O)N1CCN(c2cccc(Cl)c2)CC1	i	3.2
Cn1nc(C(=O)NNC(=O)C2CSC3(C)CCC(=O)N23)c2ccccc2c1=O (stereo unspecified)	i	54.3
COc1ccc(C(=O)NCc2ccc(C)cc2)cc1S(=O)(=O)N1CCCC1	i	47.1
Cc1c(Cl)cccc1NC(=O)CC(NCCN1CCOCC1)C(=O)O (stereo unspecified)	i	20.9
O=C(COC(=O)c1cc(S(=O)(=O)N2CCCC2)ccc1O)Nc1ccc(F)cc1F	i	33.1
CN(C)c1ccc(C(=O)N(Cc2ccccc2)Cc2ccccc2)cc1	i	58.3
COc1ccccc1N1CC(C(=O)Nc2nnc(SCC(=O)NC(C)C)s2)CC1=O (stereo unspecified)	i	40.0
C=C(C)COc1ccc2c(C)c(CC(=O)N3C[C@H]4C[C@@H](C3)c3cccc(=O)n3C4)c(=O)oc2c1	i	11.1
O=C(NCCS(=O)(=O)N1CCN(c2ccc(F)cc2)CC1)C12CC3CC(CC(C3)C1)C2	i	51.9
CCOC(=O)N1CCc2c(sc(NC(=O)CCS(=O)(=O)c3ccccc3)c2C(N)=O)C1	i	37.0
CS(=O)(=O)N(CC(=O)Nc1ccc(F)cc1)C1CCCCC1	i	26.3
COc1cc(OC)cc(C(=O)N[C@H](C(=O)NCCc2ccc(S(N)(=O)=O)cc2)C(C)C)c1	i	33.1
CC1CCN(S(=O)(=O)c2ccc(NC(=O)Cc3ccc(S(=O)(=O)N4CCOCC4)s3)cc2)CC1	i	33.9
O=S1(=O)N[C@@H](CC2=CCCCC2)C2CCCCC2O1 (stereo partly specified)	i	14.4
Cc1nn(CC(=O)NCCc2cccs2)c(=O)c2cc3ccccc3n12	i	25.5
CN(C(=O)CCN1C(=O)S/C(=C\c2ccccc2)C1=O)C1CCS(=O)(=O)C1 (stereo unspecified)	i	37.7
O=C(CCCC1=NS(=O)(=O)c2ccccc2N1)OCc1ccc(Cl)cc1	i	10.0
Cn1c(SCC(=O)Nc2ccc(C(N)=O)cc2)nnc1-c1cccs1	i	10.0
CCOc1ccc(OCCC(=O)OCC(=O)NCc2ccccc2)cc1	i	4.5
COc1cnc(-c2ccccc2)c(-c2ccccc2)n1	i	32.1
COc1ccc(NC(=O)c2cnc(SC)n2-c2ccc(F)cc2)c(OC)c1	i	31.2
O=C(c1ccc2ccccc2c1)N1CCN(Cc2ccccc2)CC1	i	22.8
C/C(=N\NC(=O)c1cccc(S(=O)(=O)N2CCOCC2)c1)c1ccc(O)cc1	i	18.6
COc1cccc(C(=O)N(C)Cc2c(C)nn(C3CCS(=O)(=O)C3)c2C)c1 (stereo unspecified)	i	57.5
CC(=O)c1c(C)[nH]c(C(=O)Nc2cccc(C)c2C)c1C	i	16.8
Cc1ccc(SCc2c(C(=O)N/N=C/c3ccncc3)nnn2-c2nonc2N)cc1	i	5.7
Cc1ccnc(NC(=O)c2cnc(Cl)c(Cl)c2)c1	i	23.0
COc1ccc(NC(=O)Nc2cccc3c2O[C@H](CN(C)C(=O)Nc2ccc(C(F)(F)F)cc2)[C@@H](C)CN([C@H](C)CO)C3=O)cc1	i	5.8
CCc1ccc([C@@H]2CC=C(C(=O)O)[C@H](c3cccc(Cl)c3)N2S(=O)(=O)c2ccc(C)cc2)cc1	i	41.8
CC(C)CCNC(=O)c1cn(CC(C)C)c(=O)c2c1c1ccccc1n2C	i	7.7
CCOC(=O)N1CCN(C(=O)CCS(=O)(=O)c2cc3c(cc2Cl)NC(=O)CO3)CC1	i	30.5
COc1ccc(CC(=O)NNC(=O)c2cc(C)oc2C)cc1OC	i	40.0
COc1ccccc1Nc1nn2c(=O)c3ccc(C(=O)N4CCC(C)CC4)cc3nc2s1	i	37.9
CCCCN1C(=N)N([C@@H](CCC)CN2CCC[C@H]2CN2C(N)=NC[C@@H]2Cc2ccccc2)C[C@H]1[C@H](C)CC	i	16.2
CN(CC(=O)Nc1ccc(F)c(F)c1F)C(=O)CCCc1nc2ccccc2c(=O)[nH]1	i	22.8
CC(C)CN(C(=O)C1CC1)C1CCS(=O)(=O)C1 (stereo unspecified)	i	34.8
COc1ccccc1NC(=O)N1CCCC(CNC(=O)c2ccccc2Cl)C1 (stereo unspecified)	i	24.3
Cc1onc(-c2ccccc2)c1C(=O)NN1CCOCC1	i	28.7
O=C(NNC(=O)c1ccc(F)c(S(=O)(=O)N2CCOCC2)c1)c1ccc([N+](=O)[O-])cc1	i	24.5
COc1cc(CCC(=O)OCC(=O)c2ccc[nH]2)cc(OC)c1OC	i	25.5
O=C(CC(=O)N/N=C\c1ccccc1)NCCc1ccccc1	i	59.0
COc1ccc(OC)c(-c2cc(C(=O)N3CCOCC3)no2)c1	i	44.9
Cc1cc(C)c(S(=O)(=O)N2CCCCC2CCNC(=O)C(=O)NCCN2CCOCC2)c(C)c1 (stereo unspecified)	i	32.3
COc1cccc(OC)c1C(=O)Nc1ccnn1C	i	53.9
COc1cccc(CCNC(=O)C2CCC(=O)N(Cc3cccc(OC)c3)C2)c1 (stereo unspecified)	i	28.8
Cc1ccc(C)c(NS(=O)(=O)c2cc(C(=O)NCC3CCCO3)ccc2C)c1 (stereo unspecified)	i	30.4
O=C(COC(=O)c1ccc2c(c1)OCO2)Nc1cccc(F)c1	i	34.3

Continued:
SMILES	T cell modulator	T cell modulator vesicle-bound %
O=C(Nc1cc(-c2ccccc2)sc1C(=O)O)c1cccc(F)c1	i	30.7
CCC1CCc2sc(C(=O)N3CCN(c4ccccn4)CC3)cc2C1 (stereo unspecified)	i	41.8
CS(=O)(=O)c1cccc(C(=O)Nc2ccc3c(c2)OCCCO3)c1	i	32.5
O=C(Oc1ccc(-c2nnco2)cc1)c1ccc(Br)o1	i	16.7
COc1ccc(-c2nc(CN3CCC(C(=O)N4CCOCC4)CC3)c(C)o2)cc1C	i	31.2
CC12CC3CC(C)(C1)CC(C(=O)N1CCCC1)(C3)C2	i	52.1
CCCOC(c1ccccc1)(c1ccccc1)C(Oc1nc(C)cc(C)n1)C(=O)O (stereo unspecified)	i	53.4
Cc1ccc(NC(=S)c2ccncc2)c(C)c1	i	36.1
COCCCNC(=O)Cn1cnc2sc(C)c(S(=O)(=O)N3CCN(c4ccccc4OC)CC3)c2c1=O	i	50.0
CCNC(=O)N(CC)C[C@H]1N[C@@](Cc2ccccc2)(C(=O)OC)[C@H]2C(=O)N(C)C(=O)[C@@H]12	i	9.6
Cc1cccc(C)c1N(CC(=O)N1CCOCC1)S(C)(=O)=O	i	59.0
C[C@@]12CCC[C@H](O1)[C@@H]([C@H](O)c1ccccc1)O2	i	46.2
COc1ccc(CC(=O)N/N=C(\C)CC(=O)Nc2cccc(F)c2)cc1	i	51.2
O=C(CSc1ccc2c(c1)OCCO2)N1CCN(c2ccccc2)CC1	i	34.2
O=C(NCCc1ccc(F)cc1)C(=O)NCC1CCCN1S(=O)(=O)c1cccs1 (stereo unspecified)	i	38.9
O=c1[nH]c(Cc2cccc(C(F)(F)F)c2)nc2ccccc12	i	52.9
COc1cc(C(=O)NCC(=O)NCC2COc3ccccc3O2)cc(OC)c1OC (stereo unspecified)	i	35.6
Cc1ccccc1C(=O)NCC(=O)OC1CCCCC1=O (stereo unspecified)	i	50.7
CCOC(=O)CN1C(=O)CC(c2ccccc2)C1=O (stereo unspecified)	i	46.9
CCOC(=O)c1ccc(NC(=O)c2ccnn2C)cc1	i	47.8
O=c1c([N+](=O)[O-])c(O)c2cccc3c2n1CCC3	i	14.8
O=c1c(-c2ccc(Cl)cc2)c[nH]n1-c1ccccc1	i	71.4
COc1ccc(CNC(=O)C(=O)c2cn(CC(=O)N3CCCC3)c3ccccc23)cc1	i	9.9
COc1ccc(C(C(=O)NC2CCCC2)N(C(=O)c2snc(C(N)=O)c2N)c2ccccc2OC)cc1OC (stereo unspecified)	i	9.2

Compounds above that have a Cl atom:
SMILES	T cell modulator	T cell modulator vesicle-bound %
Cc1ccc(NC(=S)NCCc2ccc(Cl)cc2)c(C)c1	i	53.9
Cc1ccc(C)c(OC(=O)c2cccnc2Cl)c1C	i	11.7
Cn1nccc1C(=O)N1CCN(c2cccc(Cl)c2)CC1	i	3.2
Cc1c(Cl)cccc1NC(=O)CC(NCCN1CCOCC1)C(=O)O (stereo unspecified)	i	20.9
O=C(CCCC1=NS(=O)(=O)c2ccccc2N1)OCc1ccc(Cl)cc1	i	10.0
Cc1ccnc(NC(=O)c2cnc(Cl)c(Cl)c2)c1	i	23.0
CCc1ccc([C@@H]2CC=C(C(=O)O)[C@H](c3cccc(Cl)c3)N2S(=O)(=O)c2ccc(C)cc2)cc1	i	41.8
CCOC(=O)N1CCN(C(=O)CCS(=O)(=O)c2cc3c(cc2Cl)NC(=O)CO3)CC1	i	30.5
COc1ccccc1NC(=O)N1CCCC(CNC(=O)c2ccccc2Cl)C1 (stereo unspecified)	i	24.3
O=c1c(-c2ccc(Cl)cc2)c[nH]n1-c1ccccc1	i	71.4

(continued)
SMILES	T cell modulator	T cell modulator vesicle-bound %
N#CCC(=O)Nc1ccc(C(=O)OCC(=O)NC2CCCCCC2)cc1	i	46.8
COc1ccc(NC2CCCN(C(=O)c3ccc(C(C)=O)cc3)C2)cc1 (stereo unspecified)	i	7.0
COc1ccccc1CNC(=O)C(c1ccccc1)c1ccccc1	i	47.4
COc1ccccc1NC(=O)NC1CCCCCCC1	i	32.1
COc1ccc(CCNC(=O)c2c(O)c3ccccc3[nH]c2=O)cc1	i	38.4
COc1ccccc1C(=O)N/C(=C\c1cn(C)c2ccccc12)C(=O)N1CCCC1	i	13.8
